Screening results from PubChem BioAssay.
WT yeast gro inh: growth inhibition of WT yeast, mitochondrial fusion screen | AID 1362 | 190,000 compounds, 2.1% hits | mitochondrial fusion phenotypic screen, WT strain | inhibition, % at 10 µM; in the data active means inhibition above about 58%; tested in S. cerevisiae
XIAP antagonists: small molecules displacing peptide from XIAP – biochemical, IAP family, fluorescence polarization (AID 1018). one-dose displacement, % at 20 µM; IC50 in µM for titrated hits. 200,000 compounds, 0.007% hits. XIAP BIR domain, fluorescence polarization peptide displacement; higher % means a stronger effect; in the data active means displacement above about 50%; further: a part of the inactive calls stands beside numbers as strong as those of hits
Dengue-2 NS5 capping: flavivirus cap methylation enzyme inhibition – biochemical, confirmation dose response, primary screen (AID 588689); Dengue-2 NS5 methyltransferase capping enzyme assay, biochemical; higher % means a stronger effect; one-dose inhibition, % at 25 µM; IC50 in µM for titrated hits; 340,000 compounds, 0.3% hits; in the data active means a potency from the dose series; inconclusive means inhibition above about 29% without an active follow-up result
RSV CPE inhibition: RSV antiviral activity via CPE protection, HEp-2 cells, primary 10 µM value included (AID 2391). 310,000 compounds, 0.13% hits. HEp-2 cells, RSV-induced CPE inhibition; higher % means a stronger effect. one-dose CPE inhibition, % at 10 µM; IC50 in µM for titrated hits; in the data active means a potency from the dose series; inconclusive means CPE inhibition mostly from about 23% at the one dose, without a potency; inactive means the rest, 99 in 100 with CPE inhibition below about 21%; further: strong numbers were not always called active
ER stress rescue: protection against thapsigargin-triggered cell killing – 384-well, CSM14.1, ATP luminescence, primary screen (AID 1222) | CSM14.1 thapsigargin-induced death rescue, ATP luminescence; higher % means a stronger effect | cellular ATP content (survival), % at 20 µM; hits with a dose series show EC50 in µM | 190,000 tested, under 10 active;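 active means EC50 below 50 µM in the dose-response confirmation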;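 further: death triggered by thapsigargin at about 15 µM added after 2 h compound pretreatment; cell ATP read after overnight thapsigargin exposure of roughly 18 to 22 hours; normalized against plate controls of thapsigargin alone and 5% DMSO vehicle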
Yfh1-depleted yeast: enhancers of respiration in Yfh1-depleted yeast, dose response, Friedreich's ataxia, plus single-dose screen (AID 1465). one-dose fold induction at 50 µM; EC50 in µM for titrated hits. 220,000 compounds, 0.074% hits. S. cerevisiae Yfh1-off respiration, WST-1 reduction, 72 h; higher fold induction means a stronger effect;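 active means fold induction of absorbance versus untreated yeast above a set limit, then at least 30% activation at any dose in follow-up; inconclusive means repeats straddling the limit, or above it without dose testing; inactive means fold induction below the set limit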;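 further: activators that raise dye reduction in frataxin-depleted yeast; strong numbers were not always called active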
Large T inhibition: TAg ATPase/helicase activity blockers – biochemical (AID 1903); 310,000 compounds, 0.39% hits; SV40 large T antigen ATPase/helicase inhibition assay; higher % means a stronger effect; one-dose inhibition, % at 20 µM; IC50 in µM for titrated hits; in the data active means a potency from the dose series; inconclusive means inhibition mostly from about 32% at the one dose, without a potency; inactive means the rest, 99 in 100 with inhibition below about 32%; further: strong numbers were not always called active
West Nile antiviral: inhibition of WNV-induced cytopathic effect – cell-based, CPE readout (AID 1621). West Nile virus-infected cells, CPE inhibition; higher % means a stronger effect. CPE inhibition, % at 10 µM; hits with a dose series show IC50 in µM. 290,000 compounds, 0.02% hits; in the data active means a potency from the dose series; inconclusive means CPE inhibition mostly from about 3.7% at the one dose, without a potency; inactive means the rest, 99 in 100 with CPE inhibition below about 2.2%; further: strong numbers were not always called active
K1F lysis inhibition: protection from phage-mediated lysis, alamar blue read-out – E. coli UTI89, K1F phage, bacterial capsule biogenesis inhibitors (AID 488966) | E. coli UTI89 K1F phage lysis, alamar blue, 2 h; higher % means a stronger effect | one-dose inhibition, % at 100 µM; IC50 in µM for titrated hits | 340,000 compounds, 0.02% hits;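 active means phage lysis inhibition, versus mean bacterial control, above a set limit; inconclusive means no clear call, values can overlap the other calls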;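 further: capsule biogenesis inhibitors block K1F phage lysis so surviving cells raise fluorescence; higher fluorescence means more inhibition of phage lysis; actives were called in the ten point dose series up to 300 µM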
WT yeast gro inh mutant strain: also measured in WT yeast gro inh; calls as there; inhibition, %; mitochondrial fusion phenotypic screen, mutant strain inhibition
Dengue-2 NS5 capping pilot replicate: also measured in Dengue-2 NS5 capping; calls as there; inhibition, %; measured here: pilot screen replicate inhibition
An asterisk follows results filed as active; i = inactive; ? = inconclusive; / = not tested or not shown; [ ] = another dose, or the depositor's remark.

The first 6 entries as a preview:
SMILES	WT yeast gro inh	WT yeast gro inh mutant strain	XIAP antagonists	Dengue-2 NS5 capping	RSV CPE inhibition	ER stress rescue	Yfh1-depleted yeast	Large T inhibition	West Nile antiviral	K1F lysis inhibition	others
CCCc1nc(N2CCCC2)c(C#N)c2c1CCCC2	27	-10	-3.0%	-5%	1.3%	-1.9%	i	5%	0.0%	0.3%
O=C(COc1ccccc1)Nc1ccc(-c2ccc(N3CCOCC3)nn2)cc1	/	/	/	-9%	0.1%	/	/	11%	/	0.4%[50 µM]
CCS(=O)(=O)c1nc(S(=O)(=O)c2ccc(C)cc2)c(NCCCN2CCOCC2)s1	/	/	/	2%	1.4%	/	/	4%	-0.6%	0.1%
O=c1c2ccccc2nc(/C=C/c2ccc(Br)cc2)n1CCCO	/	/	/	-8%	59%	/	/	4%	0.7%	0.3%[50 µM]
O=C(Nc1ccccc1)C1=C[C@@H](c2coc3ccccc3c2=O)C[C@@H](OCCCCO)O1	-12	-1	-3.1%	-10%	-0.5%	2.3%	i	7%	0.0%	0.4%
Cc1onc(-c2c(Cl)cccc2Cl)c1COC(=O)c1ccc(Cl)cc1[N+](=O)[O-]	/	/	/	-2%	/	/	i	5%	-0.4%	-0.3%

This part in full, repeating the preview:
SMILES	WT yeast gro inh	WT yeast gro inh mutant strain	XIAP antagonists	Dengue-2 NS5 capping	RSV CPE inhibition	ER stress rescue	Yfh1-depleted yeast	Large T inhibition	West Nile antiviral	K1F lysis inhibition	others
CCCc1nc(N2CCCC2)c(C#N)c2c1CCCC2	27	-10	-3.0%	-5%	1.3%	-1.9%	i	5%	0.0%	0.3%
O=C(COc1ccccc1)Nc1ccc(-c2ccc(N3CCOCC3)nn2)cc1	/	/	/	-9%	0.1%	/	/	11%	/	0.4%[50 µM]
CCS(=O)(=O)c1nc(S(=O)(=O)c2ccc(C)cc2)c(NCCCN2CCOCC2)s1	/	/	/	2%	1.4%	/	/	4%	-0.6%	0.1%
O=c1c2ccccc2nc(/C=C/c2ccc(Br)cc2)n1CCCO	/	/	/	-8%	59%	/	/	4%	0.7%	0.3%[50 µM]
O=C(Nc1ccccc1)C1=C[C@@H](c2coc3ccccc3c2=O)C[C@@H](OCCCCO)O1	-12	-1	-3.1%	-10%	-0.5%	2.3%	i	7%	0.0%	0.4%
Cc1onc(-c2c(Cl)cccc2Cl)c1COC(=O)c1ccc(Cl)cc1[N+](=O)[O-]	/	/	/	-2%	/	/	i	5%	-0.4%	-0.3%
CCCC(CCC(=O)Nc1nccs1)C(=O)O (stereo unspecified)	-3	-5	15%	-7%	-0.1%	1.1%	i	4%	-1.0%	0.8%
COC(=O)C1(c2ccccc2)NC(c2cccs2)C2C(=O)N(C)C(=O)C21 (stereo unspecified)	6	9	-4.8%	-8%	1.6%	0.2%	i	3%	-0.7%	1.1%
CCn1c(SCC(=O)Nc2nc(C)c(C(=O)OC)s2)nnc1C(C)C	-14	-20	-2.1%	-5%	2.7%	-1.5%	i	9%	0.2%	4.6%
CCOC(=O)CSC1=C(C#N)C(c2ccc(C)o2)CC(=O)N1 (stereo unspecified)	0	1	-0.3%	-1%	6.0%	-0.4%	i	16%	0.7%	0.4%
CCOc1ccccc1OCCOCCOc1c(Cl)cccc1Cl	5	-9	2.6%	4%	3.9%	-1.7%	i	4%	0.5%	2.4%
COC(=O)c1ccc(CNC(=O)CNC(=O)c2sc3ccccc3c2Cl)cc1	/	/	/	1%	0.5%	/	/	16%	/	1.2%[50 µM]
Cc1cccc(S(=O)(=O)CC(=O)Nc2nc(-c3ccccc3)cs2)c1	-3	1	-3.1%	-7%	?	0.5%	i	-1%	0.3%	0.5%
Cc1ccc(OCC(=O)c2c[nH]c3ccccc23)c([N+](=O)[O-])n1	-7	5	-7.1%	10%	2.3%	/	i	8%	0.3%	-0.4%
CC(C)Sc1nc2c(c(=O)[nH]c(=O)n2C)n1Cc1ccccc1	/	/	/	2%	4.3%	/	/	9%	0.3%	-0.3%
CC(C)(C)C(=O)Nc1cc2nn(-c3ccccc3)nc2cc1Cl	12	1	-0.5%	10%	/	-3.5%	i	13%	-0.1%	0.1%
Cc1cc(/C=N/n2cnnc2)c(C)n1-c1ccc(OCc2ccc(Cl)cc2)cc1	66*	50*	-1.4%	-6%	16%	0.5%	i	15%	13%	-0.6%
COc1cc(OC)cc(C(=O)NC(=S)NNC(=O)Cc2cccs2)c1	-14	-43	-12%	-5%	1.8%	-1.2%	i	25%	-0.1%	0.6%
COc1ccc(C(=O)OC(C)CN2CCN(C)CC2)cc1 (stereo unspecified)	/	/	/	-5%	0.5%	/	/	8%	-1.2%	0.2%	Dengue-2 NS5 capping pilot replicate=0.0
N#CC1=C(N)OC2=C(CC/C2=C\c2ccccc2)C1c1ccccc1 (stereo unspecified)	5	8	-6.4%	?	-2.0%	-7.5%	/	15%	/	1.2%
COc1cc(OC)c(OC)cc1/C=C/c1cc(C(F)(F)F)[nH]c(=O)n1	-14	6	-4.4%	-14%	1.8%	10%	i	25%	0.1%	0.1%
Fc1ccc(C(CCCn2nnc(-c3cccnc3)n2)c2ccc(F)cc2)cc1	61*	2.3*	0.8%	-2%	12%	-1.7%	i	8%	0.8%	0.0%
CCOC(=O)/C(=N\NC(=O)c1ccccc1)c1ccccc1	15	16	-7.2%	1%	0.6%	0.6%	i	9%	0.5%	1.6%
NC(=O)CCC(NS(=O)(=O)c1ccc(Cl)cc1)C(=O)NCc1ccccc1 (stereo unspecified)	-3	0	-5.0%	/	1.1%	1.7%	i	4%	-0.1%	/
OC(CNC1CCCC1)COc1ccc(F)cc1 (stereo unspecified)	/	/	/	1%	0.7%	/	/	11%	-0.4%	0.0%	Dengue-2 NS5 capping pilot replicate=-3.0
COCCn1c(=NC(=O)CSC(C)=O)sc2cc(OC)ccc21	10	2	1.0%	2%	1.0%	-2.9%	i	8%	0.3%	-0.3%
CCCCCC(=O)Nc1ccc(N2CCOCC2)c(S(=O)(=O)Nc2ccc(OC)cc2)c1	/	/	/	-2%	-1.7%	/	/	6%	/	0.9%[50 µM]
CC(C)Cc1ccc(S(=O)(=O)Nc2ccc3[nH]c(=O)[nH]c3c2)cc1	/	/	/	-4%	4.1%	/	/	10%	-0.9%	0.3%
O=C(/C=C/c1ccccc1[N+](=O)[O-])NCC1CCCO1 (stereo unspecified)	1	5	-5.0%	0%	0.7%	-0.4%	i	7%	-0.9%	1.9%
CCOc1ccc(C(=O)CCC(=O)NC2=NCCS2)cc1	/	/	/	16%	0.2%	/	/	12%	/	-0.9%
COCCn1cc(C(=O)NCCCN2CCC(C)CC2)c2c3ccccc3n(C)c2c1=O	5	-3	-5.2%	-10%	-1.3%	-3.6%	i	8%	0.5%	-0.9%
CN1CCN(c2ccccc2NC(=O)c2c(F)cccc2F)CC1	-7	-12	-6.0%	-4%	3.7%	/	i	8%	-1.0%	0.4%
O=C(CCN1C(=O)/C(=C\c2ccccc2)SC1=S)Nc1ccc(C(=O)O)cc1	/	/	/	-5%	-1.0%	/	/	13%	-1.1%	-1.2%
CCOc1ccc(NC(=O)NCc2ccco2)cc1	5	5	-3.3%	-4%	0.0%	-0.3%	i	8%	-0.5%	0.0%
CCOC(=O)c1ccc(S(=O)(=O)N2CCN(CC(=O)NC(=O)NC(C)(C)C)CC2)cc1	-4	9	-9.4%	-5%	0.9%	-2.0%	i	-4%	0.1%	0.2%
COc1ccc(OC)c(NC(=O)c2nnn(CC(=O)Nc3ccc4c(c3)OCO4)c2N)c1	/	/	/	4%	2.4%	/	/	2%	1.9%	0.1%
Cn1c(SCc2ccccc2F)nnc1-c1cnccn1	15	16	-3.3%	-2%	0.6%	0.6%	i	12%	0.1%	1.9%
COc1ccc2c(c1)CCc1cnc(N)nc1-2	-1	12	-2.1%	-1%	56%	-0.7%	i	4%	0.7%	0.0%
CC(C)(C)NCCCCOc1ccc(F)cc1	8	2	-4.5%	0%	-1.1%	-1.5%	i	9%	-0.4%	-1.2%
CC1CCCCN1C(=O)c1cc(F)c(F)cc1Cl (stereo unspecified)	-2	-25	-10%	-2%	1.0%	-0.4%	i	8%	0.0%	1.3%
CCOC(=O)Cc1ccc(NS(=O)(=O)c2ccc(SC)cc2)cc1	11	5	-2.4%	6%	14%	-0.8%	i	1%	0.1%	-0.2%
CC(C)[C@H](NS(=O)(=O)/C=C/c1ccccc1)C(=O)OCC(=O)NC(N)=O	/	/	/	-1%	2.6%	/	i	10%	-0.1%	-0.1%
Cc1cc(C(=O)N/N=C/c2c(C)nn(-c3ccccc3)c2C)c(C)o1	/	/	/	-5%	-1.0%	/	i	13%	-0.1%	-2.1%
Cc1cc(C(=O)CN2C(=O)C(=O)N(C)C2=O)c(C)n1-c1cccc(S(=O)(=O)N2CCOCC2)c1	/	/	/	-2%	2.6%	/	i	15%	0.1%	0.1%
N#C/C(=C/c1ccccc1[N+](=O)[O-])c1nnc2n1CCCCC2	1	-14	-4.2%	0%	0.3%	6.1%	i	2%	-0.4%	1.1%
O=C(Nc1cccnc1)c1cc([N+](=O)[O-])ccc1Cl	/	/	/	8%	1.3%	/	i	12%	0.0%	-1.2%
Cc1ccc(-c2cc(C(F)F)n3ncc(C(=O)N4CCc5ccccc54)c3n2)cc1	16	17	-4.5%	-4%	0.3%	6.0%	i	3%	0.0%	0.2%
CCC(C)C(NC(=O)OC(C)(C)C)C(=O)NC(C(=O)NC(C)C(N)=O)C(C)C (stereo unspecified)	-4	12	-10%	4%	1.2%	0.2%	i	0%	-0.1%	0.0%
COc1c(Cl)cc(Cl)cc1C(=O)Nc1ccccc1N1CCN(C(C)=O)CC1	/	/	/	1%	2.8%	/	i	/	0.2%	0.0%
O=C1CC(C2CCCO2)C(=O)N1Cc1ccccc1 (stereo unspecified)	13	18	-6.0%	-1%	0.4%	3.1%	i	9%	-0.3%	0.5%
CCOC(=O)c1sc(/N=C/C2=C(O)CC(C)(C)CC2=O)c(C(=O)OCC)c1C	1	-3	-7.4%	1%	14%	0.6%	i	2%	0.6%	0.4%
O=C(c1cc(-c2ccncc2)nc2ccc(Cl)cc12)N1CCN(C(=O)C2CCCO2)CC1 (stereo unspecified)	-3	-9	-3.0%	-1%	1.2%	-0.5%	i	-3%	0.8%	2.2%
COc1ccccc1NC(=O)CN1CCN(c2ccccc2OC)CC1	10	18	-4.1%	11%	5.8%	0.4%	i	8%	-1.2%	-0.1%
